BL2 CD40 inh: CD40 pathway inhibition in BL2 cells. BL2 NF-kB luciferase reporter, CD40L-induced, 4 h. hit rate 0.94% among 83,000. inhibition, % at 10 µM;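 active = mean inhibition of at least 50% with a set share of replicates also reaching that level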;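 note: 0% = neutral control wells and 100% = IKK inhibitor VII at 50 µM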
An asterisk follows results filed as active; & = joins results of further samples; [ ] = remark or other dose. Not all compounds are listed, so the mix of outcomes need not match the whole.

SMILES	BL2 CD40 inh
CCCC(=O)Nc1c(C)n[nH]c1C	7
Cc1cc2c(cc1C)C(=O)NC(C)(C)C2	4
Cc1nc(N2CCCC2)c2ccsc2n1	0
O=C(O/N=C1\CCS(=O)(=O)c2sccc21)C1CC1	8
NC(=O)C1(Nc2ccc(C(=O)O)cc2)CCCC1	3
Cc1ccccc1S(=O)(=O)N(C)C[C@@H]1OCc2ccccc2-c2c(n(C)c3ccccc23)C(=O)N([C@H](C)CO)C[C@@H]1C	7
COc1ccc(C(=O)N(CCc2ccccc2)Cc2ccccc2)cc1S(=O)(=O)N1CCOCC1	-1
Cc1cccc2sc(N(CCN3CCOCC3)C(=O)CCS(=O)(=O)c3ccccc3)nc12	1
Cc1cc(NC(=O)c2ccc(NC(=O)c3cccs3)cc2)no1	-18
CO[C@H]1CC[C@H]2CCOc3c(C#N)cccc3C(=O)N(C)C[C@@H](c3ccccc3)CC(=O)N(C)C[C@@H]1O2	0[25 µM]
CC(=O)Nc1nc2c(s1)CCc1ccccc1-2	4
O=C(COc1ccc2ccccc2c1Br)Nn1cnnc1	4
Cc1cc(C)nc(N/N=C/C(Cl)=C/c2ccccc2)n1	-72
COCC#Cc1ccc([C@H]2[C@H](CO)N3C(=O)CN(C(=O)C4CCCC4)C[C@@H]23)cc1	-1
Cc1ccc(OCC(=O)N2CCC(Cc3ccccc3)CC2)c([N+](=O)[O-])n1	-7
CS(=O)(=O)c1ccc2nc(NC(=O)CS(=O)(=O)Cc3ccccc3)sc2c1	-4
CCC(=O)Nc1nc(-c2ccccc2)nc(SC)c1C(C)=O	14
CN(C)C(=O)C[C@H]1CC[C@H]2[C@@H](COc3ccc(NC(=O)C4CCCCC4)cc3C(=O)N2C)O1	-15[25 µM]
COc1ccc(S(=O)(=O)N2CCCCC2)cc1NC(=O)CCNC(=O)c1ccc(Br)cc1	-4
C=CCn1c(=O)c2ccccc2n2c(SCC(=O)/C(C#N)=C(\C)N)nnc12	4

More entries follow.
SMILES	BL2 CD40 inh
O=C(NC1=NCCS1)C1Cc2ccccc2CN1C(=O)c1ccccc1 (stereo not given)	-66
CCC(=O)N[C@H]1C=C[C@@H](CC(=O)NCCN2CCCCC2)O[C@@H]1CO	1
CN(C)CC(=O)c1c[nH]c2ccccc12	-3
Cc1ccc2c(CC(=O)OCc3cc(=O)n4c(n3)sc3ccccc34)coc2c1	8
COc1cccc(CN2CC3(C2)CN(S(C)(=O)=O)[C@H](CO)c2[nH]c4cc(OC)ccc4c23)c1	-5[25 µM]
O=C(O)CCCC(=O)N1CCCC1	3
O=C(NC(=S)Nn1cnnc1)c1ccccc1Cl	11
Cc1nc2ccc(NC(=O)c3ccco3)cc2s1	-78
N#Cc1ccsc1NC(=O)COC(=O)c1ccc(Br)o1	-22
O=C(NCc1cccnc1)c1ccc(COc2ccccc2Cl)cc1	-28
COC(CNC(=O)C(=O)Nc1ccc2c(c1)N(S(=O)(=O)c1cccs1)CCC2)OC	-1
CN1C(=O)c2cc(NS(=O)(=O)c3ccccc3F)ccc2OC[C@@H]2O[C@H](CC(=O)NC3Cc4ccccc4C3)CC[C@H]21	8[25 µM]
CN1C(C(=O)Nc2ccccn2)=C(O)c2ccccc2S1(=O)=O	17&-6
CO[C@@H]1CN(C)C(=O)c2cc(NC(=O)C3CCCC3)ccc2OC[C@H](C)NC[C@@H]1C	0
CC(=O)OCc1cc2cc(C)ccc2[nH]c1=O	7
Cn1c(=N)n(CC(O)c2cccc3ccccc23)c2ccccc21 (stereo not given)	30
O=C(CN1CCOCC1)N1CCN(S(=O)(=O)c2ccccc2)C1c1ccccc1 (stereo not given)	4
Cc1onc(-c2ccccc2Cl)c1C(=O)NNC(=O)C1CCN(Cc2ccccc2)CC1	6
Cc1cc(NC(=O)c2cccc(S(=O)(=O)N3c4ccccc4CC3C)c2)no1 (stereo not given)	24
CN(CCCCN1CCOCC1)Cc1nc(-c2ccc3c(c2)OCO3)no1	-16

An excerpt of these results, with the structure last.
BL2 CD40 inh | Molecule
1 | CCC(=O)N[C@H]1C=C[C@@H](CC(=O)NCCN2CCCCC2)O[C@@H]1CO
-28 | O=C(NCc1cccnc1)c1ccc(COc2ccccc2Cl)cc1
0[25 µM] | CO[C@H]1CC[C@H]2CCOc3c(C#N)cccc3C(=O)N(C)C[C@@H](c3ccccc3)CC(=O)N(C)C[C@@H]1O2

Next entries:
SMILES	BL2 CD40 inh
CN(C)CC(=O)N1[C@H](C#N)[C@H](c2ccccc2-c2cccc(C(=O)N(C)C)c2)[C@H]1CO	-5[25 µM]
COC(=O)Cc1c(O)ccn(Cc2ccc(Cl)c(Cl)c2)c1=O	3
CC(=O)NCCc1nc2ccccc2[nH]1	-4
COc1ccccc1-c1ccc([C@@H]2[C@@H](C#N)N(C(=O)c3cccc(F)c3)[C@@H]2CO)cc1	3
Cc1ccc(C(=O)NC(C)C(c2cccs2)N2CCCC2)s1 (stereo not given)	-5
CC1(C)C(=O)Nc2ccccc2N1C(=O)CSc1ncccn1	8
COc1ccc(OC)c2sc(N(CCCN(C)C)C(=O)CCS(=O)(=O)c3ccccc3)nc12	81*
CN(CC(=O)Nc1ccccc1Br)C(=O)COc1ccc2ccccc2c1	6
CC(OC(=O)/C=C/c1ccccc1)C(=O)N1CCc2ccccc21 (stereo not given)	-3
Cc1cc(C)nc(CCNC(=O)c2cc(COc3ccc(F)cc3Cl)on2)n1	-5
O=c1[nH]c2c(c(=O)[nH]1)CCC2	-1
COc1cccc(C(=O)NC(c2ccccc2)C2CCCC2)c1 (stereo not given)	1
CCc1cnc(N2[C@H](CO)[C@@H](c3ccc(C#Cc4ccccc4F)cc3)[C@@H]2C#N)s1	42[25 µM]
Cc1ccccc1S(=O)(=O)N1[C@@H]2CNC[C@H]1C2c1ccc(-c2ccncc2)cc1 (stereo not given in full)	-7&0
CCN1C(=O)C(C)C=C(C)C=C1C (stereo not given)	11
N#C[C@H]1[C@H](c2ccccc2C2=CCCC2)[C@H](CO)N1C(=O)NC1CCCC1	7
Nc1nonc1-n1nncc1-c1ccccc1	8
CCSc1nnc(CSc2ncccn2)n1C	-1
N#Cc1cccc(-c2ccc3c(c2)[C@@H]2[C@@H](CCN2Cc2cncnc2)[C@@H](CO)N3)c1	-35[25 µM]
COc1cccc(S(=O)(=O)N2[C@@H]3CNC[C@H]2C3c2ccc(-c3ccccc3C)cc2)c1 (stereo not given in full)	-1&-2

More results follow.
SMILES	BL2 CD40 inh
COc1ccc(CN2CCNC(=O)C2CC(=O)N2CCCN(C(C)=O)CC2)cc1OC (stereo not given)	5
COc1ccccc1C1c2[nH]c3ccccc3c2CCN1Cc1ccc(NC(C)=O)s1 (stereo not given)	16
O=C(CCNS(=O)(=O)c1ccccc1)OCC(=O)c1ccc(Cl)cc1	7
COc1ccc(CC(=O)Oc2ccc(F)c(F)c2)cc1S(=O)(=O)N1CCOCC1	10
NC(=O)NOCc1cccc(Cl)c1	-7
C[C@H](CO)N1C[C@H](C)[C@@H](CN(C)Cc2ccc(F)cc2)Oc2cc(C#CC(C)(C)O)ccc2S1(=O)=O	5[25 µM]
CC(=O)Nc1ccc(S(=O)(=O)N[C@@H](C)C(=O)N(C)Cc2cccs2)cc1	-1
CCCCCn1nc(C(=O)N(CC(C)C)c2c(N)n(CCCC)c(=O)[nH]c2=O)c2ccccc2c1=O	4
O=c1ncn(-c2cccc([N+](=O)[O-])c2)c2ccccc12	8
Cc1ccc(CN2CCN(C3CCCC3)C(CCO)C2)s1 (stereo not given)	22
C[C@H](CO)N1C[C@H](C)[C@@H](CN(C)Cc2ccccc2)Oc2cc(C#CC3CC3)ccc2S1(=O)=O	15[25 µM]
CC(=O)c1sc(-c2ccccc2)cc1NS(=O)(=O)c1ccccc1	-1
CN(C)C(=O)N1CCNCC1	-2
Cc1nc2nc3c(cn2n1)C(=O)CC(c1ccccc1)C3 (stereo not given)	6
O=[N+]([O-])c1cccc(C2=NCCS2)c1	9
CCCNC(=O)C1(C)CCCN(C(=O)c2ccc(OC(F)F)cc2)C1 (stereo not given)	-4
COc1cc(/C=N/NC(=O)c2ccc(Cl)cc2)ccc1OCC(=O)N1CC(C)OC(C)C1 (stereo not given)	-8
CC(=Nc1ccccc1)C1=C(O)CCCC1=O	-17
O=C(COC(=O)c1ccc(Br)o1)NCc1ccc2c(c1)OCO2	1
CCN(CC1CCCO1)C(=O)c1cc(COc2ccc(F)cc2F)on1 (stereo not given)	4

Going on with the list.
SMILES	BL2 CD40 inh
FC(F)(F)c1cc(-c2ccco2)nc(-n2nc(C(F)(F)F)cc2C2CC2)n1	-3
CCOCC(=O)N(CC)Cc1ccccc1	8
COc1cccc2sc(N)nc12	1
Cc1ccc(NC(=O)c2ccc(Cl)c(S(=O)(=O)N3CCCC3)c2)nc1	-32
CO[C@@H](CN(C)C(=O)C1CCOCC1)[C@@H](C)CN([C@@H](C)CO)S(=O)(=O)c1ccccc1	1[25 µM]
CCn1c(=O)c([N+](=O)[O-])c(NCCN(C)C)c2ccccc21	1
CO[C@@H]1CN(C)C(=O)c2cc(NC(=O)Nc3c(C)noc3C)ccc2OC[C@H](C)NC[C@H]1C	0[25 µM]
CCn1ccnc1CNC(=O)CC1C(=O)NCCN1CCCc1ccccc1 (stereo not given)	5
CC1(Cc2cc(Cl)ccc2C(F)(F)F)C(=O)Nc2cc(-c3ccccc3Cl)ccc21 (stereo not given)	5
C[C@@H](O)C#Cc1ccc([C@@H]2[C@@H](CO)N3CCCCN(C(=O)c4ccncc4)C[C@H]23)cc1	-3[25 µM]
O=S(=O)(N/N=C1/CC(c2ccccc2)Oc2ccccc21)c1ccccc1 (stereo not given)	-41
C[C@@H]1CCCCO[C@@H](CN(C)S(=O)(=O)c2ccc(F)cc2)[C@@H](C)CN([C@H](C)CO)C(=O)c2cc(NC(=O)CCCCCC(=O)Nc3ccccc3N)ccc2O1	-2[25 µM]
O=C(CCOc1ccccc1)N1CCCC(Nc2ccccc2)C1 (stereo not given)	-4
C[C@H]1CN([C@@H](C)CO)C(=O)c2ccccc2-c2ccccc2CO[C@@H]1CN(C)S(=O)(=O)c1ccccc1	3
O=C(CC1C(=O)NCCN1C/C=C/c1ccccc1)NCCc1cnccn1 (stereo not given)	21
CC(C)(C)NC(=O)Cc1ccc(Cl)c(Cl)c1	5
CN(C(=O)c1ccc(N2CCCCC2)c([N+](=O)[O-])c1)C1CCS(=O)(=O)C1 (stereo not given)	-1
COc1c(C)c2c(c(O)c1C/C=C(/C)CCC(=O)O)C(=O)OC2	-9[25 µM]
COc1cccc(NC(=O)N2[C@@H]3CNC[C@H]2C3c2ccc(-c3cccc(C(=O)N(C)C)c3)cc2)c1 (stereo not given in full)	-18&-15
CC(NC(=O)c1ccco1)C(=O)N1CCN(C(c2ccccc2)c2ccccc2)CC1 (stereo not given)	-6

Next compounds:
SMILES	BL2 CD40 inh
CC1(C)C(CC(=O)O)CC1C(=O)O (stereo not given)	4
C[C@@H]1CCCCO[C@H](CN(C)Cc2ccc(Cl)c(Cl)c2)[C@@H](C)CN([C@H](C)CO)C(=O)c2cc(NC(=O)CCCCCC(=O)Nc3ccccc3N)ccc2O1	7[25 µM]
CCN(CC)S(=O)(=O)c1ccc(-c2nnc(SCC(=O)c3ccc(OC)cc3)o2)cc1	1
Cc1ccccc1OCC(=O)NCCN(C)C	4
Cc1cnc(C(=O)OCC(=O)c2ccc(Br)s2)cn1	1
COc1ccc(C#Cc2ccc([C@@H]3[C@@H](CO)N4C(=O)CN(C(=O)c5ccc(F)cc5)C[C@H]34)cc2)cc1	-2[25 µM]
COc1ccccc1S(=O)(=O)Nc1cccc(-c2nnc3n2CCCCC3)c1	4
CCOCC(=O)Nc1cccc(NC(C)=O)c1	2
CC(C)[C@H](NC(=O)OC(C)(C)C)C(=O)N/N=C/c1cccc2nccnc12	-1
Cc1cc(=O)[nH]c(-c2ccccc2O)n1	5
COc1cc(CN2CCNC(=O)C2CC(=O)N(C)Cc2cccnc2)cc(OC)c1 (stereo not given)	14
O=C(c1nc2ccc(Cl)cn2c1CN1CCCC1)N1CCc2ccccc2C1	12
CC1(C)CC(=O)C(C(=O)CCCCC(=O)C2C(=O)CC(C)(C)CC2=O)C(=O)C1	11&5
O=C(C[C@@H]1CC[C@@H]2NC[C@H](O)COC[C@H]2O1)N1CCc2ccccc2C1	-20[25 µM]
O=C(CC(F)(F)F)N1C[C@H]2[C@@H](c3ccccc31)[C@H](CO)N2C(=O)C1CCCC1	6
O=C(CSc1nnc(NC(=O)c2c(F)cccc2F)s1)NCC1CCCO1 (stereo not given)	-4

In the list so far, these have fluorine.
SMILES	BL2 CD40 inh
CN1C(=O)c2cc(NS(=O)(=O)c3ccccc3F)ccc2OC[C@@H]2O[C@H](CC(=O)NC3Cc4ccccc4C3)CC[C@H]21	8[25 µM]
COc1ccccc1-c1ccc([C@@H]2[C@@H](C#N)N(C(=O)c3cccc(F)c3)[C@@H]2CO)cc1	3
Cc1cc(C)nc(CCNC(=O)c2cc(COc3ccc(F)cc3Cl)on2)n1	-5
CCc1cnc(N2[C@H](CO)[C@@H](c3ccc(C#Cc4ccccc4F)cc3)[C@@H]2C#N)s1	42[25 µM]
COc1ccc(CC(=O)Oc2ccc(F)c(F)c2)cc1S(=O)(=O)N1CCOCC1	10
C[C@H](CO)N1C[C@H](C)[C@@H](CN(C)Cc2ccc(F)cc2)Oc2cc(C#CC(C)(C)O)ccc2S1(=O)=O	5[25 µM]
CCCNC(=O)C1(C)CCCN(C(=O)c2ccc(OC(F)F)cc2)C1 (stereo not given)	-4
CCN(CC1CCCO1)C(=O)c1cc(COc2ccc(F)cc2F)on1 (stereo not given)	4
FC(F)(F)c1cc(-c2ccco2)nc(-n2nc(C(F)(F)F)cc2C2CC2)n1	-3
CC1(Cc2cc(Cl)ccc2C(F)(F)F)C(=O)Nc2cc(-c3ccccc3Cl)ccc21 (stereo not given)	5
C[C@@H]1CCCCO[C@@H](CN(C)S(=O)(=O)c2ccc(F)cc2)[C@@H](C)CN([C@H](C)CO)C(=O)c2cc(NC(=O)CCCCCC(=O)Nc3ccccc3N)ccc2O1	-2[25 µM]
COc1ccc(C#Cc2ccc([C@@H]3[C@@H](CO)N4C(=O)CN(C(=O)c5ccc(F)cc5)C[C@H]34)cc2)cc1	-2[25 µM]
O=C(CC(F)(F)F)N1C[C@H]2[C@@H](c3ccccc31)[C@H](CO)N2C(=O)C1CCCC1	6
O=C(CSc1nnc(NC(=O)c2c(F)cccc2F)s1)NCC1CCCO1 (stereo not given)	-4

Screening results (PubChem)
